Compound activity deposited in PubChem BioAssay by National Center for Advancing Translational Sciences (NCATS).
Anesthetic bind: candidate novel general anesthetic via apoferritin binding; P02791; apoferritin/1-aminoanthracene competitive binding, fluorescence; Potency, µM (doses to about 77.5 µM), for inactives: at the highest dose activity change, negative = displacement, most hits filed as inhibitors; 350,000 tested, 0.074% active; AID 485281; also: potency is read from the fitted curve at half-maximal effect; % is scaled to controls: 0 for no effect and ±100 for the full control effect; nearly all actives have a fitted effect of over 20% in size
Target sequence (P02791 2-175 limits assumed): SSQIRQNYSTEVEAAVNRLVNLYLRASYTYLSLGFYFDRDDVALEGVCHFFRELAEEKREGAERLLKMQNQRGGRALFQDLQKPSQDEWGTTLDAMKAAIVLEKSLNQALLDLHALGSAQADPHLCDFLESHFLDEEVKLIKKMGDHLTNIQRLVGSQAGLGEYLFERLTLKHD
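Concentration-response curves derived by four-parameter Hill fitting of normalized fluorescence, where compounds displaced 1-AMA from 10 uM horse apoferritin following a brief 10 min room-temperature incubation; propofol titration acted as positive control.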
TRHR PAM: allosteric enhancers of human TRH receptor | TRHR cells, fluo-8 calcium fluorescence, EC20 TRH enhancement | enhancement, % at 2 µM | 360,000 tested, 0.66% active; in the data active = enhancement above about 30%; also: 0% is about no effect
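TRHR-expressing cells loaded with fluo-8 calcium dye were read kinetically (ex 480/em 530) during compound addition, then stimulated with an EC20 of TRH (10 nM final). Enhancement of the Gq-mediated intracellular calcium response was scored.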
D1 ag: activates the human D1 dopamine receptor; P21728; HEK293 T-REx D1 cells, calcium flux, agonist mode; activation, % at 2 µM; 360,000 tested, 1% active; in the data active = activation above about 30%; also: 0% is about no effect
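Agonism was scored from calcium flux recorded over 180 s (1 read/s) after pintool compound addition, following a 10-cycle baseline. Cells were inducible force-coupled HEK293 TREx D1, plated overnight at 30 C and loaded with no-wash calcium dye.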
RXFP1 ag: activates the human relaxin receptor RXFP1. HEK293T-RXFP1 cAMP TR-FRET, 30 min; response scale: percent of porcine relaxin response, buffer zero. 370,000 tested, 0.3% active. Potency, µM (series often up to 57.5 µM), for inactives: top-dose activation, usual class: activators; also: potency is read from the fitted curve at half-maximal effect; % is scaled to controls: 0 for no effect and ±100 for the full control effect; nearly all actives have a fitted effect of over 60% in size; many of its hits are not listed in these tables
Target sequence (Q9HBX9 whole entry, looked up): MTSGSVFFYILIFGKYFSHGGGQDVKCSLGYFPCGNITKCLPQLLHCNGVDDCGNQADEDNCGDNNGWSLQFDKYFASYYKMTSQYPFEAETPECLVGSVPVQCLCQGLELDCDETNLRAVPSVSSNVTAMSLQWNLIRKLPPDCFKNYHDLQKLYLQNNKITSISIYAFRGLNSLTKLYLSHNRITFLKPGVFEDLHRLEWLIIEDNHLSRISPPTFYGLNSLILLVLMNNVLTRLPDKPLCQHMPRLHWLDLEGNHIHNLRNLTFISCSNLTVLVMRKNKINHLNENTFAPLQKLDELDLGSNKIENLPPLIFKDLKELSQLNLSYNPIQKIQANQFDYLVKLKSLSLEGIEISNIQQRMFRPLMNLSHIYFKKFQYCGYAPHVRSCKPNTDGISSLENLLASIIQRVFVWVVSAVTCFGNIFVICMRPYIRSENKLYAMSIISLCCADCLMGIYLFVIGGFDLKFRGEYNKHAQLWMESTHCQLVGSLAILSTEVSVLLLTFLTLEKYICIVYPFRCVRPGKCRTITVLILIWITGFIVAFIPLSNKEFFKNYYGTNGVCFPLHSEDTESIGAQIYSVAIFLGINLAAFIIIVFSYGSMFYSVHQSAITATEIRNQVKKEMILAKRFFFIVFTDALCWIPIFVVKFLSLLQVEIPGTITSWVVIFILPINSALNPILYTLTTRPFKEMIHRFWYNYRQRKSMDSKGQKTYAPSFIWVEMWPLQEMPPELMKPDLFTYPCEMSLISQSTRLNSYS
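HEK293T cells stably expressing RXFP1 were pretreated with the PDE4 inhibitor Ro 20174, exposed to compounds for 30 min at 37C, lysed, and cAMP was read by TR-FRET. Data normalized to buffer (basal) and 29 nM porcine relaxin (100%).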
D2 PAM: D2 dopamine receptor (human) potentiation | AID 485347 | potentiation, % at 10 µM | P14416 | HEK293 T-REx D2, calcium flux, EC20 dopamine potentiation | 340,000 tested, 0.34% active;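 active = potentiation over 3 SD above the plate norm, cut at about 30% in these data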; also: 0% is about no effect
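Primary screen. Calcium kinetics in induced HEK293 T-REx D2 cells: compound pre-addition 180 s, EC20 dopamine, 180 s more.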
RXFP1 antag: RXFP1 (human) relaxin receptor antagonism; HEK293-RXFP1, relaxin-stimulated cAMP HTRF, 30 min; stronger effect = lower value; activity change, negative = inhibition, % at 57.5 µM; 350,000 tested, 0.59% active; Q9HBX9;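 active = activity change of -60% or lower, but not beyond a set lower limit; inconclusive = change between -60% and -40%, or beyond the set limit; inactive = change above -40%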; also: % is scaled to controls: 0 for no effect and ±100 for the full control effect
TRHR agonist: activates the human TRH receptor; P34981; 360,000 tested, 0.18% active; TRHR cells, calcium flux fluo-8, FDSS agonist mode; activation, % at 2 µM; in the data active = activation above about 30%; also: 0% is about no effect
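Agonist-mode FDSS calcium read (Ex 480/Em 530, 1 s cycles) in 1536-well TRHR cells with fluo-8 dye, after 10-cycle baseline and 23 nL compound addition; TRH at EC20 (10 nM final) added afterwards for the enhancer phase.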
D1 antag: human D1 dopamine receptor antagonism | HEK293 TREx D1 cells, calcium flux, dopamine EC80; stronger effect = lower value | activity change, negative = inhibition, % at 10 µM | 360,000 tested, 3.2% active | AID 504652; in the data active = activity change below about -30%; also: % is scaled to controls: 0 for no effect and ±100 for the full control effect
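Cells carrying a force-coupled, tetracycline-inducible human D1 receptor report calcium flux. Each well gets a 10 s baseline, compound with 180 s monitoring, then an EC80 dopamine stimulus with a second 180 s kinetic read.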
D1 potentiator: potentiators of human D1 dopamine receptor; P21728; HEK293 TREx D1 cells, calcium flux, dopamine EC20 potentiation; potentiation, % at 10 µM; 360,000 tested, 0.036% active; in the data active = potentiation above about 30%; also: 0% is about no effect
* = called active by the depositor; ? = inconclusive; . = not tested or not shown; & = joins results of further samples; [ ] = dose if it differs, or a comment. Unless noted, calls follow the shape of the dose curve; as a rule, active = well fitted curve in the direction sought with a large enough effect; inconclusive = small, poorly fitted or top-dose-only effect, or another doubt; inactive = no such curve, though single readings can be large; an effect the other way counts as inactive or inconclusive. This is a subset; the hit share may differ from the screen's.

#1 CCn1cc(/C=N/NC(=O)c2ccc3c(c2)OCO3)c(C)n1
#2 Cc1ccc(S(=O)(=O)N(C)C)cc1NC(=O)CCNC(=O)c1ccccc1Cl
#3 Cc1sc2nc(SCC(=O)NCCOCCO)nc(N)c2c1C
#4 Cc1cc(N2C(=O)C(O)=C(C(=O)c3ccco3)C2c2ccc([N+](=O)[O-])cc2)no1 (configuration not stated)
#5 CN1OC2C(=O)N(c3ccccc3)C(=O)C2C1c1ccc(F)cc1 (configuration not stated)
#6 C=CCNc1nnc(Cc2ccc(C(C)C)cc2)c(=O)[nH]1
#7 COCCSc1ccccc1C(=O)NCCCn1ccnc1
#8 Cc1cc(C(=O)NC2CCCC2)on1
screen / no.	1	2	3	4	5	6	7	8
Anesthetic bind	-7%	1%	-5%	-23%	32µM*	-12%	1%	8%
TRHR PAM	0	2	-3	-7	-3	4	-2	4
D1 ag	-1	0	0	3	3	1	2	1
RXFP1 ag	0.8%	-0.2%	1.6%	0.1%	0.5%	1.1%	-1.7%	0.3%
D2 PAM	-4	-12	-11	-3	5	-7	4	-4
RXFP1 antag	14	-6	12	7	-17	5	3	.
TRHR agonist	0.8	0.2	-0.2	-0.7	-0.4	0.4	0.5	0.4
D1 antag	1	7	0	-1	-6	0	-15	6
D1 potentiator	-3	-6	4	-4	-4	-12	0	2

#9 O=C(CSc1ncn[nH]1)N/N=C/c1ccc(C(F)(F)F)cc1
#10 Cc1ccc(OCC(=O)Nc2ccc3c(c2)nc(CCN2CCC(C)CC2)n3C)cc1
#11 COc1cc(C(CCN2CCCCC2)c2c(OC)cc(OC)c3c(-c4ccccc4)cc(=O)oc23)cc(OC)c1OC (configuration not stated)
#12 CC(NC(=O)COC(=O)c1ccccc1SCC(=O)N1CCCC1)c1ccccc1 (configuration not stated)
#13 O=C(Nc1ccc(F)c(Cl)c1)N1CCC2(CC1)Oc1ccccc1C(=O)N2Cc1ccccc1F
#14 CC(C)(C)c1cc(C(=O)N/N=C/c2ccccc2O)n(-c2ccccc2)n1
#15 O=C(CSc1n[nH]c(-c2ccccc2)n1)NCCCc1ccccc1
#16 Cc1cccc(-n2cc3c(=O)n(C)c(=O)n(C)c3c2)c1
screen / no.	9	10	11	12	13	14	15	16
Anesthetic bind	-18%	?	-23%&-17%	.	-6%	-16%	3%	-8%
TRHR PAM	-10	5	3	2	-5	-1	4	-1
D1 ag	-1	2	17	3	3	9	0	-1
RXFP1 ag	-0.8%	0.6%	-2.9%	-0.2%	0.0%	-0.6%	-0.8%	-1.2%
D2 PAM	4	-19	3	0	.	0	-4	.
RXFP1 antag	13	-8	.	6	3	2	-22	-2
TRHR agonist	-0.1	0.1	0.7	-0.2	0.4	1.5	-0.4	-2.3
D1 antag	-12	14	-7	-20	-9	-15	5	1
D1 potentiator	-5	-5	4	-8	-3	0	-1	-2

5 structures already listed, arranged by SMILES length, highest first.
#11 COc1cc(C(CCN2CCCCC2)c2c(OC)cc(OC)c3c(-c4ccccc4)cc(=O)oc23)cc(OC)c1OC (configuration not stated)
#12 CC(NC(=O)COC(=O)c1ccccc1SCC(=O)N1CCCC1)c1ccccc1 (configuration not stated)
#9 O=C(CSc1ncn[nH]1)N/N=C/c1ccc(C(F)(F)F)cc1
#15 O=C(CSc1n[nH]c(-c2ccccc2)n1)NCCCc1ccccc1
#16 Cc1cccc(-n2cc3c(=O)n(C)c(=O)n(C)c3c2)c1
screen / no.	11	12	9	15	16
Anesthetic bind	-23%&-17%	.	-18%	3%	-8%
TRHR PAM	3	2	-10	4	-1
D1 ag	17	3	-1	0	-1
RXFP1 ag	-2.9%	-0.2%	-0.8%	-0.8%	-1.2%
D2 PAM	3	0	4	-4	.
RXFP1 antag	.	6	13	-22	-2
TRHR agonist	0.7	-0.2	-0.1	-0.4	-2.3
D1 antag	-7	-20	-12	5	1
D1 potentiator	4	-8	-5	-1	-2

Carrying on:
#17 COc1ccccc1C1Nc2ccccc2NC2=C1C(=O)CC(C)(C)C2 (configuration not stated)
#18 CCOC(=O)c1nnc2cc(-c3ccc(Br)cc3)nn2c1C
#19 CC(C)(CNc1ccc([N+](=O)[O-])cc1Cl)N1CCOCC1
#20 C/C=C/C(=O)OCC(=O)Nc1cc(OC)c([N+](=O)[O-])cc1C
#21 CCOC(=O)c1cnc(SCc2nc(N)nc(Nc3ccc(C)cc3)n2)nc1N
#22 CC1CC(C)CN(S(=O)(=O)c2cccc3nonc23)C1 (configuration not stated)
#23 CC1CCCN(C(=O)NC2CC(=O)N(c3ccc4c(c3)OCCO4)C2)C1 (configuration not stated)
#24 Cc1ccc(OC(C)C(=O)Nc2ccccc2C(=O)N2CCOCC2)cc1 (configuration not stated)
screen / no.	17	18	19	20	21	22	23	24
Anesthetic bind	-11%	5%	6%	-10%	-8%	-10%	.	0%
TRHR PAM	0	-6	-1	14	2	-4	1	6
D1 ag	3	2	6	-1	2	0	4	1
RXFP1 ag	1.3%	0.3%	1.2%	0.1%	-0.1%	1.5%	0.5%	-2.2%
D2 PAM	-9	-5	4	1	1	-2	16	-1
RXFP1 antag	6	6	-14	18	-5	-6	-15	11
TRHR agonist	0.1	-0.2	-0.9	-0.1	-0.4	-1.1	-0.3	0.1
D1 antag	-8	5	4	-6	-5	-14	-2	1
D1 potentiator	4	-2	-4	-6	-3	3	0	3

#25 Cc1cccc(OCC(=O)Nc2ccccc2F)c1
#26 Cn1cc(Br)c(C(=O)NC(=S)N2CCN(c3ccccn3)CC2)n1
#27 O=C(CSCc1cc(=O)n2ccsc2n1)Nc1ccc(F)cc1
#28 COC(=O)c1ccc2c(c1)C(=O)/C(=C/c1ccc(C)cc1)O2
#29 CCn1c(NC(=O)c2ccccc2)nc2ccccc21
#30 CC(C)=CC1C(C(=O)Nc2ccc(Br)cn2)C1(C)C (configuration not stated)
#31 O=C(NCCc1csc(-c2cccnc2)n1)c1ccc(F)c(F)c1
#32 Cn1nnnc1NCc1ccc(Cl)cc1
screen / no.	25	26	27	28	29	30	31	32
Anesthetic bind	-10%	23%	-5%	-8%	-11%	-19%	17%	-5%
TRHR PAM	0	7	-5	-2	-1	-14	-3	3
D1 ag	1	4	2	3	2	2	1	1
RXFP1 ag	-0.3%	1.1%	2.7%	19%	-0.6%	0.5%	-1.0%	0.1%
D2 PAM	4	1	1	-3	-5	-2	-13	1
RXFP1 antag	-20	0	-31	0	-34	-27	.	-37
TRHR agonist	0.1	0.3	0.1	2.1	-0.5	2.9	-0.9	-0.3
D1 antag	-1	3	1	-4	0	16	-16	1
D1 potentiator	-4	-2	0	-4	0	-15	-5	-2

#33 Cc1ccc(N2C(=O)CS(=O)(=O)CC2=O)cc1
#34 O=C(Nc1cccc(OCC(=O)N2CCOCC2)c1)c1ccc(C(F)(F)F)cc1
#35 COc1cccc(-n2c(C)cc(/C=C3\C(=N)N4N=C(CC(=O)N5CCOCC5)SC4=NC3=O)c2C)c1
#36 c1ccc(CCc2nn3c(-c4ccncc4)nnc3s2)cc1
#37 N=c1n(Cc2ccc(Cl)cc2)c2ccccc2n1CC(O)c1ccco1 (configuration not stated)
#38 CC(=O)N1CC(=O)N(c2ccccc2)C1=O
#39 COc1cccc(C(=O)Nc2cc(=O)n(C)c(=O)n2C)c1
#40 COc1ccc(CCNC(=O)CSc2nc(-c3ccco3)cc(C(F)(F)F)n2)cc1
screen / no.	33	34	35	36	37	38	39	40
Anesthetic bind	-5%	8%	70%[activator]	-3%	?	-3%	0%	-12%
TRHR PAM	0	2	-4	3	-3	8	-4	-6
D1 ag	1	3	2	1	93*	-1	7	0
RXFP1 ag	-0.6%	3.2%	0.6%	-0.7%	-0.7%	-0.7%	-1.5%	3.1%
D2 PAM	1	-1	.	.	14	7	-1	-4
RXFP1 antag	-7	-10	-18	-6	-12	-1	.	-6
TRHR agonist	0.4	0.3	0.1	-1.7	-0.5	0.4	0.1	-0.5
D1 antag	4	-8	9	8	-52*	8	-3	-21
D1 potentiator	-1	-2	-1	0	-8	-9	-7	2

#41 COc1ccc(C)cc1S(=O)(=O)Nc1ccc(F)c(Cl)c1
#42 Cc1cc(Nc2cc(Cl)ccc2C)n2nc(Cc3ccccc3)nc2n1
#43 Cc1cc(N2CCOCC2)n2ncc(-c3ccccc3)c2n1
#44 O=C(NC1CCN(Cc2ccccc2)CC1)c1ccc(N2CC3CC(C2)c2cccc(=O)n2C3)c([N+](=O)[O-])c1 (configuration not stated)
#45 COc1ccc(CNC(=O)C2CCN(C(=O)c3cnn(-c4ccccc4)c3-n3cccc3)CC2)cc1
#46 Cc1ccc(S(=O)(=O)Nc2nnc(CC(C)(C)C)s2)cc1
#47 Cc1cc(C)n(-c2nc3ccccc3s2)n1
#48 COC(=O)CNC(=O)c1cc(OC)cc(OC)c1
screen / no.	41	42	43	44	45	46	47	48
Anesthetic bind	-2%	-4%	0%	-11%	3%	-10%	-7%	-5%
TRHR PAM	-11	0	4	-5	-3	18	-9	0
D1 ag	4	6	-2	1	2	1	5	1
RXFP1 ag	-0.2%	0.1%	1.2%	-2.8%	-1.3%	0.7%	2.7%	-1.4%
D2 PAM	-1	-12	12	-20	-6	-2	-14	-2
RXFP1 antag	-5	.	-10	-20	.	11	-10	-8
TRHR agonist	-0.6	-1.8	-0.4	1.9	-1.2	-0.3	0.1	0.5
D1 antag	-11	-8	.	3	-8	20	10	6
D1 potentiator	-2	0	-3	-2	-2	-3	5	-3
